Growth percent in the NCI-60 one-dose screen (48 h, 10 µM unless noted): 100 = growth as untreated, 0 = no growth, -100 = all killed.
A549/ATCC: A549/ATCC NSCLC. 81,000 compounds, 3.7% hits
MALME-3M: MALME-3M melanoma. 78,000 compounds, 5.8% hits. AID 1794766
UACC-257: UACC-257 melanoma | AID 1794764 | 78,000 compounds, 4.4% hits
EKVX: EKVX NSCLC; 71,000 compounds, 3% hits; AID 1794765
UACC-62: UACC-62 melanoma | 81,000 compounds, 5.4% hits | AID 1794756
SK-MEL-2: SK-MEL-2 melanoma | 77,000 compounds, 4.7% hits | AID 1794763
M14: M14 melanoma; AID 1794745; 80,000 compounds, 6.2% hits
SK-MEL-5: SK-MEL-5 melanoma | 80,000 compounds, 6.4% hits | AID 1794755
Active calls of the source: *; / = not tested or not shown; & = joins results of further samples. The calls were made as follows: active = growth percent below 10; inactive = the rest.

SMILES	A549/ATCC	MALME-3M	UACC-257	EKVX	UACC-62	SK-MEL-2	M14	SK-MEL-5
CSc1nc(=O)n(Cc2ccc(F)cc2)c(=O)[nH]1	102	89	95	/	100	119	104	113
CCO/C=N/C1=C(C#N)C(c2ccc(Cl)cc2)c2c(c3ccccc3n(C)c2=O)O1 (stereo unspecified)	63	56	90	74	46	85	57	74
N=C1N=C(SCc2nc3ccccc3[nH]2)NC(=O)/C1=C/c1ccc(Cl)cc1	109	96	106	106	90	105	108	98
Cc1ccc(/C=C2\SC(=S)N(c3ccc(F)cc3)C2=O)o1	87	77	102	82	85	96	87	88
Nc1ccncc1N	111&72	110&96	118&72	101&103	107&103	103	99&96	102&98
CCN(CC)CCOc1ccc(N)cc1	92	93	99	/	100	94	99	107
CCOC(=O)N1CC/C(=N\NC(N)=O)C1	103	93	110	107	109	101	102	97
O=C(N/N=C/c1ccccc1S(=O)(=O)O)C(=O)N/N=C/c1ccccc1S(=O)(=O)O	105	96	109	91	107	105	98	106
C=C1C(=O)O[C@H]2[C@H]1CC/C(COC(=O)N[C@H](Cc1c[nH]c3ccccc13)C(=O)OC)=C\CC[C@@]1(C)O[C@@H]21	82	4.8*	64	64	/	70	44	39
O=C1c2ccccc2C(=Cc2ccccc2)c2ccccc21	20	42	16	11	24	/	-21*	14
COc1cc(C(=O)c2c(N)ncn2-c2ccc(Cl)cc2)cc(OC)c1OC	103	114	95	105	97	100	101	89
N#Cc1ccc(NC(=O)Nc2cccc(C#N)c2)cc1	69	121	89	95	94	97	98	82
CN(C)S(=O)(=O)c1ccc(N)c([N+](=O)[O-])c1	116	/	105	106	107	111	107	104
Cc1nnc2c(N3N=C(C(=O)O)CCC3=O)nc3ccccc3n12	97	107	98	/	98	109	100	93
CO[C@H]1CO[C@H]2[C@@H]1OC[C@H]2OC	102	119	91	103	101	99	98	103
CCOC(=O)c1nnn(-c2no[n+]([O-])c2-c2ccc(OC)cc2)c1COc1cccc2cccnc12	72	69	59	45	8.4*	3.6*	12	-22*
C=CCO[C@H]1CO[C@H]2[C@@H]1OC[C@@H]2Oc1ccc(Nc2ncnc3ccsc23)cc1Cl	94	77	108	93	82	111	78	84
CC[n+]1c(C)cc(C)c2ccccc21	91	117	101	79	100	114	98	108
COc1ccc(/C=C(/C(=O)c2ccc(Cl)cc2)C(=O)C(F)(F)F)cc1	92	107	99	92	96	86	120	102
CC1=C(C)C(=O)C(N2CCN(C3CCCCC3)CC2)=C(Cl)C1=O	101	112	96	101	22	116	95	100
Nc1nc2c(ncn2CCC(CO)CO)c(=O)[nH]1	101	108	102	117	94	/	101	107
CCCCCCCCCCCCCCCCNC(=O)C(C)O (stereo unspecified)	103	/	104	/	97	86	94	103
O=C(NO)c1ccccc1F	98	100	94	/	97	115	92	103
N/C(=N\C(N)=N\c1nc2ccccc2s1)c1cccc(Br)c1	-41*	101	103	73	85	106	82	95
c1cc(CCc2ccncc2)ccn1	104	109	102	109	106	115	101	113
COc1cccc(-c2nn(-c3ccccc3)cc2-c2ccnc(NCCN)c2)c1	88	109	/	88	/	92	88	90
CCCCN(CCCC)C(=N)c1ccc(OC)c(OC)c1	66	88	77	90	/	92	83	100
COc1ccc(/C=C2\C(=O)N(C(=O)c3csc(NC(C)=O)n3)N=C2C)cc1OC	102	88	95	/	113	103	97	110
O=C(O)c1ccc(-n2cc(CNc3cccc(F)c3)c(-c3ccccc3)n2)cc1	75	91	/	97	/	94	103	93
O=C(CCn1c[n+](CC(=O)c2ccc(C(F)(F)F)cc2)c2ccccc21)Nc1cccc2cccnc12	98	/	86	91	84	102	94	97
Cc1nc2ccccc2c(C(=O)O)c1O	103	/	97	103	93	313	90	102
O=C(Nc1c(Cl)cccc1Cl)OCCOc1ccc(Cl)cc1Cl	69	88	81	71	63	87	90	79
COc1cc(-c2noc(C[C@H](CC(C)C)NC(=O)OCc3ccccc3)n2)cc(OC)c1OC	94	92	99	87	72	94	93	98
COc1ccc(C2=NN(C(C)=O)C(c3cc(-c4cc5ccccc5o4)n(-c4ccccc4)n3)C2)cc1OC (stereo unspecified)	97	97	95	97	94	118	96	100
COc1ccc(C(=O)CC(CC(=O)c2ccc(OC)cc2)c2c(C)nn(-c3ccccc3)c2Cl)cc1	95	92	118	102	88	94	90	90
CCOC(=O)c1c(-c2ccccc2)c(C#N)c2c(C#N)c(N)nn2c1N	77	88	87	79	60	79	89	70
O=C1CS(=O)(=O)N(Cc2ccccc2)Cc2ccccc21	101	95	102	103	97	102	114	101
Nc1cc2cc(Br)ccc2c(=O)n1NC(=O)c1ccc(Br)cc1	114	91	107	96	96	107	91	103
CC(C)(C)OC(=O)N1C/C(=C\c2ccc(F)cc2)C(=O)/C(=C/c2ccc(F)cc2)C1	35	-76*	-42*	-53*	-96*	-36*	-72*	-92*
O=C(Nc1ncc(Cc2ccccc2)s1)c1cc(-c2ccccc2)nc2ccccc12	98	98	93	98	90	105	93	99

Rewritten with values under each structure: entries from further up.
The line under a structure holds: A549/ATCC | MALME-3M | UACC-257 | EKVX | UACC-62 | SK-MEL-2 | M14 | SK-MEL-5
> O=C(Nc1c(Cl)cccc1Cl)OCCOc1ccc(Cl)cc1Cl
    69 | 88 | 81 | 71 | 63 | 87 | 90 | 79
> COc1cc(-c2noc(C[C@H](CC(C)C)NC(=O)OCc3ccccc3)n2)cc(OC)c1OC
    94 | 92 | 99 | 87 | 72 | 94 | 93 | 98

Following part.
SMILES	A549/ATCC	MALME-3M	UACC-257	EKVX	UACC-62	SK-MEL-2	M14	SK-MEL-5
CCCCCCCCCCSC#N	90	104	94	/	99	113	100	98
Nc1nc2ncc(=O)[nH]c2c(=O)[nH]1	96	98	100	108	105	103	94	108
CC(NC(=O)C1CCCN1C(=O)OC(C)(C)C)C(=O)OCc1ccccc1 (stereo unspecified)	105	97	/	/	98	127	98	97
O=C1CNc2cccc3cccc(c23)NC1	106	120	100	104	92	100	100	103
CCOc1c(C#N)c(Nc2ccc(S(N)(=O)=O)cc2)c(C#N)c2nnc(C)n12	104	99	104	90	92	101	100	98
N#Cc1c(N)nc2c(nnn2-c2ccc(F)cc2)c1N	85	119	101	43	99	96	/	103
CC(C)(CO)NCC(O)CS(=O)(=O)O (stereo unspecified)	103	110	104	98	108	/	99	105
CC1CCCN(/N=N/c2nc3c([nH]2)c(=O)n(C)c(=O)n3C)C1 (stereo unspecified)	90	105	105	111	87	150	110	98
NC(N)=NCCCCCNc1noc(Cc2c[nH]c3cc(Br)ccc23)n1	65	48	66	70	56	88	74	68
BrCCN1CCOC1=Nc1ccccc1	99	108	115	/	107	112	105	98
Nc1nonc1-c1nc2ccccc2n1Cc1c(F)cccc1Cl	89	96	104	/	99	97	106	97
COc1cccc(C=O)c1OS(=O)(=O)c1ccccc1	83	114	82	98	103	94	103	97
Nn1c2ccccc2c2ccccc21	98	97	106	/	103	103	101	98
COc1cccc(/C=C/C(=O)c2c(C)nc3ccccc3c2/C=C/c2ccc(C)cc2)c1OC	94	79	68	81	44	77	74	66
Cc1ccc(-c2cnc3sc4ccccc4n23)cc1	95	116	105	83	86	104	105	91
c1ccc(-c2nc(-c3nc4ccccc4s3)[nH]c2-c2ccccc2)cc1	51	78	80	43	53	61	54	45
C#CCOc1ccc(/C=N/Nc2nc(-c3cc4c(C(C)(C)C)cc(C(C)(C)C)cc4oc3=O)cs2)cc1OC	86	122	101	79	74	73	92	98
NC(=O)N1CCN(CCCN2c3ccccc3Sc3cc(Cl)ccc32)CC1	82	96	85	83	77	93	96	/
O=C1OC(=O)c2cc([N+](=O)[O-])ccc21	95	93	/	101	/	103	108	105
CCC(=O)Oc1ccc(/C(=C(/C)Cc2cccc(OC)c2)c2ccc(OCCN3CCOCC3)cc2)cc1	95	107	102	95	94	101	104	99

Results in A549/ATCC and SK-MEL-5 (3 entries from above):
Structure,A549/ATCC,SK-MEL-5
C=CCO[C@H]1CO[C@H]2[C@@H]1OC[C@@H]2Oc1ccc(Nc2ncnc3ccsc23)cc1Cl,94,84
CCOC(=O)c1nnn(-c2no[n+]([O-])c2-c2ccc(OC)cc2)c1COc1cccc2cccnc12,72,-22*
COc1ccc(/C=C(/C(=O)c2ccc(Cl)cc2)C(=O)C(F)(F)F)cc1,92,102

The listing continues.
SMILES	A549/ATCC	MALME-3M	UACC-257	EKVX	UACC-62	SK-MEL-2	M14	SK-MEL-5
COc1ccc(-n2c(SCc3cc(OC)c(OC)c(OC)c3)nc3ccc(Cl)cc3c2=O)cc1	80	95	89	/	66	102	99	85
COc1cc(-c2ccc3c(=O)n(C)c(=O)n(C)c3n2)cc(OC)c1OC	104	102	114	96	92	113	103	109
O=C(NCn1c(=O)[nH]c2ccccc2c1=O)Nc1nc2ccccc2s1	55	63	90	76	54	99	54	82
O=C(N/N=C\c1ccccc1S(=O)(=O)O)N/N=C/c1ccccc1S(=O)(=O)O	98	105	93	102	98	100	102	106
Cc1ccc(-c2nc(P(=O)(O)O)c(S(=O)(=O)c3ccc(C)cc3)o2)cc1	101	99	99	108	111	115	102	102
N#C/C(=C\c1ccncc1)c1ccccc1	101	93	69	44	76	/	/	79
Nc1c(N)c(Cl)c(Cl)c(Cl)c1Cl	99	112	96	79	77	103	118	91
CCNC(=O)Oc1ccc(/C(=C(/C)c2ccccc2)c2ccc(OCCN(C)C)cc2)cc1	83	84	87	96	79	106	69	95
NC1=NN(c2nc3ccccc3[nH]c2=O)C(=O)C1	102	99	105	100	97	104	100	100
CC(CN(C)C)OC(=O)Nc1ccc(Cl)cc1 (stereo unspecified)	87	117	107	102	101	92	91	106
Cc1cc(N)c(S(=O)(=O)O)cc1Cl	76	109	81	91	107	101	96	98
O=C(O)C1CCCCN1c1nc(Cl)nc(Cl)n1 (stereo unspecified)	101	108	100	100	100	104	108	97
Cc1ccc(NC(=O)N2CCN(C(c3ccc(F)cc3)c3ccc(F)cc3)CC2)cc1	81	74	103	80	55	104	78	/
CNC1(S(=O)(=O)O)C(=O)Nc2ccccc21 (stereo unspecified)	100	97	97	85	89	98	87	98
O=C1OC(c2ccccc2)=N/C1=C\c1ccc(/C=C2\N=C(c3ccccc3)OC2=O)cc1	108	107	107	94	99	106	100	106
Cc1ccccc1-n1nnc(C(=O)Nc2ccc3cc(CN(C)C)ccc3n2)c1C	88	/	59	90	95	96	89	90
COc1cccc2c1CCC1C2=NN(C(C)=O)C1c1cc(OC)c(OC)c(OC)c1 (stereo unspecified)	70	86	104	95	89	93	102	94
CCN(CC)c1cc2oc3cc(N)cc(=N)c-3nc2cc1C	26	1.9*	33	50	31	/	25	-2.6*
COc1c(Cl)cc(Cl)c2ccc(C=C3C(=O)N(C)C(=O)N(C)C3=O)nc12	111	107	106	101	102	107	-16*	101
CN(C)c1nc(NCCNS(=O)(=O)c2ccc(C3=Nc4c(N)nc(N)nc4NC(c4ccccc4)C3)cc2)nc(N2CCOCC2)n1 (stereo unspecified)	103	93	100	78	77	104	100	74
COc1ccc(-c2cc(C#N)c(/N=C\NNC(=O)c3ccccc3)o2)cc1	105	117	106	95	101	114	103	100
C[C@H]1[C@H](C)CC[C@]2(C(=O)N3CCOCC3)CC[C@]3(C)C(=CC[C@@H]4[C@@]5(C)C/C(=C/c6cccnc6)C(=O)C(C)(C)[C@@H]5CC[C@]43C)[C@H]12	52	98	55	86	65	85	72	58
CCOC(=O)C1C(C(=O)OCC)C2C(=O)C3C(C(=O)OCC)C(C(=O)OCC)C3C(=O)C12 (stereo unspecified)	100	106	108	96	101	115	110	100
CC1=CC(=O)OC1C/C=C(\C)CCC1[C@@]2(C)CCC[C@@](C)(C(=O)O)C2CC[C@@]1(C)O (stereo partly specified)	29	58	49	39	15	16	26	-24*
C#CCOC(=O)C1(C)CCC[C@]2(C)[C@H]3C[C@H]4C(C(C)C)=C[C@]3(CC[C@@H]12)c1c4c(O)cc2c(C(=O)OCC)c(C)[nH]c12 (stereo partly specified)	101	92	98	109	87	96	96	99
Cc1ccc(NC2=C(Cl)C(=O)c3nc(C)ccc3C2=O)cc1	55	-37*	-74*	59	-70*	-24*	29	-91*
CC1=NN(c2ccccc2Cl)C(=O)/C1=C\c1cn(S(=O)(=O)c2ccc(C)cc2)c2ccccc12	109	114	115	98	86	114	82	106
Cc1ccc(NS(=O)(=O)c2ccc(-c3cnc(C4CC4)o3)cc2)cc1C(F)(F)F	55	66	74	75	47	85	49	49
O=C1C2CC=CCC2C(=O)N1c1nccs1 (stereo unspecified)	109	/	104	103	106	102	114	107
Cc1ccc2[nH]c(O)c(N=Nc3nc(-c4ccc(F)cc4)c(C#N)c(=O)[nH]3)c2c1	98	94	93	96	97	96	97	/
CCS(=O)(=O)c1cc(=O)[nH]c(=O)[nH]1	102	57	44	91	/	101	87	93
CCN1C(=S)N(CC)C2C1NC(=S)N2/N=C/C=C/c1ccccc1OC (stereo unspecified)	18	54	54	49	24	47	10	17
CCC1CCc2nc3sc(C(=O)Nc4ccccc4C)c(N)c3cc2C1 (stereo unspecified)	41	28	54	/	33	22	20	27

Individual results from the entries so far.
`C[C@H]1[C@H](C)CC[C@]2(C(=O)N3CCOCC3)CC[C@]3(C)C(=CC[C@@H]4[C@@]5(C)C/C(=C/c6cccnc6)C(=O)C(C)(C)[C@@H]5CC[C@]43C)[C@H]12` in SK-MEL-2 is entered as 85
`CCOC(=O)C1C(C(=O)OCC)C2C(=O)C3C(C(=O)OCC)C(C(=O)OCC)C3C(=O)C12` (stereo unspecified) in A549/ATCC is entered as 100
`C#CCOC(=O)C1(C)CCC[C@]2(C)[C@H]3C[C@H]4C(C(C)C)=C[C@]3(CC[C@@H]12)c1c4c(O)cc2c(C(=O)OCC)c(C)[nH]c12` (stereo partly specified) in EKVX is entered as 109
`CC1=CC(=O)OC1C/C=C(\C)CCC1[C@@]2(C)CCC[C@@](C)(C(=O)O)C2CC[C@@]1(C)O` (stereo partly specified) in A549/ATCC is entered as 29
`Cc1ccc(NC2=C(Cl)C(=O)c3nc(C)ccc3C2=O)cc1` in M14 is entered as 29
`CCC1CCc2nc3sc(C(=O)Nc4ccccc4C)c(N)c3cc2C1` (stereo unspecified) in UACC-62 is entered as 33
`COc1ccc(-c2cc(C#N)c(/N=C\NNC(=O)c3ccccc3)o2)cc1` in M14 is entered as 103

Assay outcomes from PubChem.
